High-throughput results: PubChem BioAssay, Broad Institute
GSIS activator: primary screen for activators of insulin secretion dependent on glucose, INS-1E cells, GLuc reporter luminescence; INS-1E GLuc reporter insulin secretion, 2-3 h; activation, % at 16.6 µM; 370,000 compounds, 0.61% hits; AID 743287;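 active = lowest replicate activation of at least 40%, so every replicate reaches that level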;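 note: 0% = median of neutral control wells and 100% = median of IBMX positive control wells; some compounds called inactive have numbers as strong as hits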
EWS-Fli block: EWS/Fli transcriptional activity inhibition; A673 NR0B1-luciferase reporter, viability-normalised; inhibition, % at 12.6 µM; 350,000 compounds, 0.67% hits; AID 651661;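 active = mean inhibition of at least 50% after viability correction, with every replicate also passing that limit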;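 note: firefly luciferase signal divided by Alamar Blue viability fluorescence both relative to DMSO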
DENV2 CPE rescue: protects cells from dengue virus 2 cytopathic effect; 350,000 compounds, 1.7% hits; CPE inhibition, % at 9.99 µM; DENV2-infected cells, cytopathic effect rescue, plate reader; in the data active = CPE inhibition above about 20%, passing the limit was not always enough; tested in BHK-21 cells;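 note: 0% = median of neutral control wells and 100% = median of positive control wells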
FN deposition inh: fibronectin deposition inhibition; AH1F fibroblasts, Alexa488-fibronectin deposition fluorescence, overnight; inhibition, % at 12.6 µM; 350,000 compounds, 0.086% hits;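 active = mean inhibition across replicates of 30% or more, regardless of how many single replicates reach that level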;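 note: positive control wells lacked labelled fibronectin entirely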
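Schedule: 1 h cell adhesion before compound, then overnight fibronectin incubation; test system: AH1F fibroblast monolayer depositing Alexa488-labelled fibronectin into matrix; quantity: 10000 AH1F cells per well; probe or stimulus: fluorescent fibronectin at 24 nM final; signal: fluorescence, ex 485 nm, em 525 nm; evaluation: percent inhibition as loss of matrix-bound fibronectin fluorescence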
CFTR F508del cor: CFTR F508del correction in bronchial cells; CFBE cells, YFP halide quenching; stimulated with forskolin plus potentiator P3; % fluorescence drop versus neutral controls; 350,000 compounds, 0.36% hits; activity (quench increase), % at 7.58 µM; AID 720511;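 active = mean added fluorescence quench of at least 8% versus neutral control, with both replicates also reaching 8%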;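 note: cells transiently co-express mutant CFTR-F508del with the halide-sensitive YFP; corrector assay measuring rescue of mutant channel to the surface after 24 h compound exposure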
PAX8 inh HTS: inhibitors of PAX8 transcriptional activity in RMG-I cells; RMG-I TPO-luciferase reporter, SteadyGlo, 24 h; inhibition, % at 12.6 µM; 360,000 compounds, 1.2% hits;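 active = mean replicate inhibition at least 60% with every replicate also reaching 60%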;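 note: luciferase light reporting Pax8 driven TPO promoter activity; plate controls were median of neutral control wells for no effect and mitoxantrone controls for full effect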
miR-122 sensor: blocks miR-122 activity in Huh7 sensor cells | Huh7 miR-122 Renilla luciferase sensor, 48 h; neutral wells = 0, positive control = 100 | activation (reporter increase), % at 12.5 µM | 340,000 compounds, 0.3% hits;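 active = mean replicate activation score at least 90 and every replicate individually at or above 90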;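 note: higher luciferase means less miR-122 activity so hits act as miR-122 inhibitors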
* = called active by the depositor; . = not tested or not shown; [ ] = dose if it differs, or a comment.

SMILES | GSIS activator | EWS-Fli block | DENV2 CPE rescue | FN deposition inh | CFTR F508del cor | PAX8 inh HTS | miR-122 sensor
O=C(Nc1ccccc1F)c1coc(=O)c(Br)c1 | -6.5 | -32.3 | -0.2 | -8.8 | -3.0 | -1.2 | .
CC(C)NC(=O)Nc1cccc2c1O[C@@H](CN(C)C(=O)Nc1cccc3ccccc13)[C@H](C)CN([C@H](C)CO)C2=O | 6.1 | 1.1 | -1.7 | . | 0.2 | 12.0 | -0.3[16.7 µM]
COc1ccc(S(=O)(=O)Nc2ccc3c(c2)C(=O)N([C@H](C)CO)C[C@H](C)[C@H](CN(C)S(=O)(=O)c2ccc(C)cc2)O3)cc1 | 2.6 | 6.8 | 5.0 | . | 0.1 | -12.7 | -2.7[16.7 µM]
Cc1cc(Cl)c2oc(C(=O)N(C)C(C)c3ccccn3)c(C)c2c1 (stereo not given) | -20.3 | -65.6 | 4.3 | 2.6 | 2.2 | -127.1 | 0.4
CCn1c(NCc2ccccc2NS(=O)(=O)c2ccc(C)cc2)nc2ccccc21 | -17.2 | . | . | -1.9 | . | 23.2 | .
CN(C)CCCNc1nc2cc(-c3cccc(Cl)c3)sc2c(=O)n1C | -4.5 | -1.0 | 6.6 | -1.6 | -2.8 | -7.8 | -6.1
Cc1ccc(S(=O)(=O)N2CCN(C(=O)Cn3c(=O)oc4ccccc43)CC2)cc1 | 14.7 | -53.7 | -0.2 | -1.2 | -3.2 | 3.5 | -0.7
CCn1c(CC(=O)Nc2ccccc2C)nnc1SCC(=O)Nc1nncs1 | -6.5 | 3.0 | 9.7 | 3.3 | -1.3 | 0.9 | -1.0
COc1ccccc1NC(=O)N1CCCCN2[C@H](CO)[C@@H](c3ccc(C#Cc4ccccc4)cc3)[C@H]2C1 | -12.8 | . | 15.7 | . | -1.0 | 7.8 | 2.6[16.7 µM]
C=CC[C@@H](CC(=O)NCCO)C(=O)NC[C@H](OC(=O)[C@@H](CC=C)Cc1ccc(F)cc1)c1ccccc1 | 17.2 | -2.2 | 12.0 | 9.2 | -1.4 | 9.2 | .
C[C@@H]1CN([C@@H](C)CO)C(=O)Cc2cc(NC(=O)Cn3cnnn3)ccc2O[C@H]1CN(C)C(=O)Nc1ccc2c(c1)OCO2 | 14.2 | -11.4 | -3.7 | . | -0.2 | -3.0 | 5.3[16.7 µM]
Cc1cc(C)cc(OCC(=O)OCc2cc([N+](=O)[O-])cc3c2OCOC3)c1 | 1.6 | -0.4 | 2.2 | -5.5 | -0.8 | -18.1 | -9.1

Next part, starting with the last 4 of the part before.
SMILES | GSIS activator | EWS-Fli block | DENV2 CPE rescue | FN deposition inh | CFTR F508del cor | PAX8 inh HTS | miR-122 sensor
COc1ccccc1NC(=O)N1CCCCN2[C@H](CO)[C@@H](c3ccc(C#Cc4ccccc4)cc3)[C@H]2C1 | -12.8 | . | 15.7 | . | -1.0 | 7.8 | 2.6[16.7 µM]
C=CC[C@@H](CC(=O)NCCO)C(=O)NC[C@H](OC(=O)[C@@H](CC=C)Cc1ccc(F)cc1)c1ccccc1 | 17.2 | -2.2 | 12.0 | 9.2 | -1.4 | 9.2 | .
C[C@@H]1CN([C@@H](C)CO)C(=O)Cc2cc(NC(=O)Cn3cnnn3)ccc2O[C@H]1CN(C)C(=O)Nc1ccc2c(c1)OCO2 | 14.2 | -11.4 | -3.7 | . | -0.2 | -3.0 | 5.3[16.7 µM]
Cc1cc(C)cc(OCC(=O)OCc2cc([N+](=O)[O-])cc3c2OCOC3)c1 | 1.6 | -0.4 | 2.2 | -5.5 | -0.8 | -18.1 | -9.1
COc1ccc(S(=O)(=O)N(C)C[C@H]2Oc3ccc(N(C)C)cc3C(=O)N([C@H](C)CO)C[C@H]2C)cc1 | 11.1 | -3.8 | -6.8 | . | 1.5 | 2.4 | 26.3[16.7 µM]
NS(=O)(=O)c1ccc(CNS(=O)(=O)c2ccc3ccccc3c2)cc1 | 26.9 | -3.0 | -6.7 | 1.7 | 3.1 | . | -1.2
CC(C)NC(=O)Nc1ccc2c(c1)C(=O)N([C@H](C)CO)C[C@H](C)[C@H](CN(C)Cc1ccc(C(=O)O)cc1)OCCCC[C@@H](C)O2 | 11.2 | -3.7 | -9.5 | 4.3 | -0.6 | 2.3 | 2.5[16.7 µM]
C/C=C/c1ccc2c(c1)O[C@H](CN(C)CCC)[C@H](C)CN([C@H](C)CO)S2(=O)=O | 0.4 | -9.0 | -9.1 | -2.8 | -0.5 | . | 1.6[16.7 µM]
O=C(CN1C(=O)c2ccccc2S1(=O)=O)N1CCN(c2ccc(F)cc2)CC1 | . | . | . | -1.9 | . | -11.5 | -3.6
CCOC(=O)C1C(=O)C=C(c2ccccc2)CC1c1ccccc1 (stereo not given) | -5.4 | -0.9 | -1.2 | 1.4 | 1.1 | 7.1 | 40.2
COc1cccc(CNc2ncn[nH]2)c1OCc1ccccc1F | 7.4 | -13.2 | -1.4 | 3.0 | -1.2 | -22.2 | -3.8
CCc1c(C)c2ccc(OC3CCCCC3=O)cc2oc1=O (stereo not given) | 7.1 | -64.3 | 7.8 | 3.2 | 2.3 | -77.2 | -4.2
Cc1ccc(Nc2nc(N)c3ccccc3n2)cc1Cl | -0.4 | 23.6 | 7.6 | 3.1 | -6.1 | -23.3 | .
COc1ccc(OC)c(-n2cnnn2)c1 | . | . | . | -3.8 | . | 6.7 | 22.2
CC1CCN(c2ccc3c(c2)S(=O)(=O)c2ccccc2C3=O)CC1 | 5.4 | -160.3 | 2.0 | -13.5 | 2.8 | -142.3 | 1.7
C[C@H](CO)N1C[C@H](C)[C@H](CN(C)Cc2ccc(C(=O)O)cc2)Oc2ccc(NC(=O)CCN3CCOCC3)cc2C1=O | 15.3 | -7.2 | 4.1 | . | -0.9 | . | 2.1[16.7 µM]
COc1cccc(/C=N/NC(=O)NC2CCCCC2)c1O | 22.4 | -28.9 | -4.9 | 0.9 | 1.3 | -56.6 | -0.3
C[C@H](CO)N1C[C@H](C)[C@H](CN(C)C(=O)CCC(F)(F)F)OCc2ccccc2-c2c(n(C)c3ccccc23)C1=O | -2.3 | -2.7 | -0.5 | -19.2 | 3.9 | -15.9 | .
Cc1cc(C)c(NC(=O)CSc2nnc(CNC(=O)c3c(F)cccc3Cl)o2)c(C)c1 | -11.3 | . | 1.7 | -6.5 | -1.0 | 13.9 | 4.3
COc1cccc(CNC(=O)C2CCN(S(=O)(=O)c3ccc4c(c3)CC(C)N4C(C)=O)CC2)c1 (stereo not given) | -13.9 | 11.3 | 2.5 | 7.2 | -4.1 | 12.7 | -8.2
COCC(=O)Nc1ccc2c(c1)[C@@H]1C[C@H](CC(=O)NCc3ccc(Cl)cc3)O[C@H](CO)[C@@H]1O2 | -11.7 | 6.2 | 2.5 | 8.1 | -0.2 | -1.0 | 2.4[16.7 µM]
COc1cccc(S(=O)(=O)Nc2ccc3c(c2)[C@H]2C[C@@H](CC(=O)NC4CCCCC4)O[C@@H](CO)[C@H]2O3)c1 | -7.6 | 2.9 | -5.5 | 4.2 | 0.1 | 5.9 | 15.3[16.7 µM]
C[C@@H]1CN([C@@H](C)CO)C(=O)c2cc(NC(=O)Nc3ccc(C(F)(F)F)cc3)ccc2O[C@@H]1CN(C)C(=O)Nc1ccc(F)cc1 | 2.9 | -9.1 | 1.5 | . | -1.1 | . | -2.3[16.7 µM]
Cc1ccc2oc(/N=C(\N)NC(=O)C3CC3)nc2c1 | . | 49.5 | -0.3 | 16.5 | 3.3 | -18.3 | 31.1
COc1cc(COCC(O)CN2CCN(CCN3C(=O)c4cccc5cccc(c45)C3=O)CC2)cc(OC)c1OC (stereo not given) | 15.8 | 7.5 | 5.5 | 9.1 | . | -5.0 | .
COc1ccc(C(=O)Nc2ccccc2N2CCCCC2)cc1[N+](=O)[O-] | 9.6 | 13.8 | -0.2 | -0.7 | 3.6 | 0.2 | .
CCN(CC)S(=O)(=O)c1cc(C(=O)OCC(=O)Nc2c(F)cccc2F)ccc1F | -3.8 | 38.8 | 4.1 | . | . | -15.2 | -1.3
CNC(=S)N(C)[C@H]1c2c(ccc3ccccc23)OC[C@H]1CO | 7.2 | 0.0 | 0.0 | 6.2 | -4.0 | 4.7 | 1.5
O=C(Nc1cccc(Cl)c1)N[C@H]1CC[C@H](CCNC(=O)C2CCCC2)O[C@@H]1CO | -5.8 | 8.8 | -3.0 | -0.2 | 1.1 | 4.5 | 11.6[16.7 µM]
Cc1cc(/C=N/n2cnnc2)c(O)c([N+](=O)[O-])c1 | -4.8 | . | . | 1.8 | . | 13.8 | -7.1
COc1ccc(S(=O)(=O)NC2CCCC2)cc1C(N)=O | 10.2 | . | -0.1 | -5.6 | -0.3 | -5.0 | .
CCOC(=O)Nc1nnc(-c2cccc(OC)c2)s1 | . | . | . | 2.5 | . | -92.8 | -5.5
CCCN1CCN(C(=O)c2c(Cl)cnn2C)CC1 | 6.2 | 4.9 | 0.2 | -10.3 | -1.2 | . | -1.7
Cc1ccc(S(=O)(=O)NCCC(=O)N2CCC(C)CC2)cc1 | . | 0.4 | -4.1 | -2.6 | -1.9 | -4.3 | -11.4
CCCn1cnnc1CNC(=O)C1CCC(=O)N(CCCc2ccccc2)C1 (stereo not given) | 0.7 | . | -0.4 | -12.7 | 1.3 | -8.3 | -2.3
O=C(Nc1ccc(NC(=O)c2ccc(Cl)cc2Cl)cc1)c1ccc2c(c1)OCO2 | 14.7 | 5.2 | -7.6 | -1.5 | 3.4 | -2.7 | .
CCN(CC)S(=O)(=O)c1cc(C(=O)n2cccn2)c(Cl)cc1Cl | -0.3 | . | 8.8 | . | . | . | -6.6
CC(C)CN(CCCNC(=O)CN1C(=O)COc2ccc(S(=O)(=O)N3CCCCCC3)cc21)CC(C)C | -3.1 | 1.4 | 0.3 | -4.5 | 1.9 | -7.9 | -5.0
C/C(=N/NC(=O)c1ccc(C(C)(C)C)cc1)c1cccnc1 | 6.7 | -19.9 | -7.5 | 5.0 | -0.1 | -3.8 | -3.4
Cc1ccc(COC(=O)CCN=C2NS(=O)(=O)c3ccccc32)cc1 | -3.2 | -3.6 | 11.2 | . | 0.3 | -9.9 | -2.6
CN1OC[C@@H]2CN(Cc3ccccc3)[C@H](c3cccc(Oc4ccccc4)c3)C[C@@H]21 | 1.4 | 8.1 | 0.4 | -4.9 | 4.2 | 16.8 | -2.7
CCOC(=O)c1ccc(NC(=O)Cn2ncc(Cl)c(Cl)c2=O)cc1 | -4.1 | 37.4 | -0.1 | 31.9* | 0.8 | 94.7* | .
O=c1ccn2c(n1)OC1CC2OC1COC(c1ccccc1)(c1ccccc1)c1ccccc1 (stereo not given) | . | 5.4 | -0.5 | -4.8 | 2.0 | -3.0 | .
N/C(=N\OC(=O)COc1ccc(Cl)cc1)c1ccc(Cl)cc1 | 6.6 | -1.9 | -6.4 | -1.8 | . | -5.8 | -0.3
CN(Cc1ccccc1)C(=O)c1cccc(NC(=O)Cc2ccc([N+](=O)[O-])cc2)c1 | -17.9 | 11.0 | 0.5 | 7.1 | 1.4 | 15.3 | -15.4
COc1ccc(-c2coc3c(C(=O)NC4CCCCC4)cccc23)c(C)c1 | -3.5 | 17.3 | -3.9 | -1.5 | 1.8 | . | -3.0
CC(C)NC(=O)N(C)C[C@@H]1Oc2ncc(-c3ccc(C(=O)N(C)C)cc3)cc2C(=O)N([C@H](C)CO)C[C@H]1C | 2.6 | -7.4 | -0.7 | 3.5 | -3.1 | . | 1.9[16.7 µM]
CSc1nc2ccccc2c(=O)n1C1CCOC(C)(C)C1 (stereo not given) | 7.5 | 2.8 | 6.6 | 0.5 | 0.0 | -145.0 | -7.5
Cc1ccc(S(=O)(=O)N2CCN(C(=O)CCC(=O)NCCc3ccc(F)cc3)CC2)cc1 | -5.7 | 2.4 | -6.7 | . | 0.6 | -9.9 | -6.9
